RmlCD inh 1536 = blocks M. tuberculosis RmlC and RmlD coupled enzymes. RmlC+RmlD coupled enzyme assay, percent inhibition; primary screen in compound mixtures. inhibition, % at 3.6 µM. 160,000 tested, 0.03% active. AID 1533; in the data active means inhibition mostly above about 34%, no sharp cut-off; further: some results filed as inactive read as strong as hits
Target sequence (P9WH09 whole entry, looked up): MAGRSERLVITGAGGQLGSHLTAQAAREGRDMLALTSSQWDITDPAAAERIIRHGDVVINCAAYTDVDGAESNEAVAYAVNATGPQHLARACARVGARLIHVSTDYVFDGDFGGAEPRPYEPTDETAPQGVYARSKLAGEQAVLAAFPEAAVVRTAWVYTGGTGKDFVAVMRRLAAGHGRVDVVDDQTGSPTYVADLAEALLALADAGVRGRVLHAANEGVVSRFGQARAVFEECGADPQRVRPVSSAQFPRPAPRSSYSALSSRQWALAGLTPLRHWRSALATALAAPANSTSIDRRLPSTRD
Target sequence (P9WH11 whole entry, looked up): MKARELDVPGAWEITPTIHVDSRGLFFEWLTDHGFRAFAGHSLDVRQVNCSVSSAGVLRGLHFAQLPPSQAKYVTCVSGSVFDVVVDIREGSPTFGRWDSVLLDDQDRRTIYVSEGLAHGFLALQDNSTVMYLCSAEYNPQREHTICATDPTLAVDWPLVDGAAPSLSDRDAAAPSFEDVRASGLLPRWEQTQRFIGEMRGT
M. tuberculosis GlmU = inhibition of mycobacterial GlmU enzyme – biochemical, glucosamine-1-phosphate acetyltransferase (AID 1376) | M. tuberculosis GlmU acetyltransferase enzyme assay; higher % means a stronger effect | 220,000 tested, 0.25% active | one-dose inhibition, %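 (tested at 30 µM in the primary screen)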; IC50 in µM for titrated hits; in the data active means inhibition above about 13%;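 further: 0% = complete reaction with vehicle and 100% = reaction without substrate; strong numbers were not always called active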
The depositor's hits bear a star; . = not tested or not shown.

Start of the data: the first 5 compounds, ahead of the listing:
SMILES	RmlCD inh 1536	M. tuberculosis GlmU
Cc1ccc(S(=O)(=O)Nc2nc3n(n2)C(c2ccc(Cl)cc2)CC(=O)N3)cc1 (stereo unspecified)	.	0.5%
c1ccc(OCc2nc3ccccc3[nH]2)cc1	.	20.9%
CCOC(=O)C1CCCN(C(=O)c2cn(CC)c(=O)c3cc(OC)c(OC)cc23)C1 (stereo unspecified)	.	-0.2%
COc1ccc(OCC(=O)N2CCN(S(=O)(=O)c3ccccc3[N+](=O)[O-])CC2)cc1	.	0.4%
COc1ccc(NC(=O)c2c(F)cccc2F)cc1S(=O)(=O)Nc1ccc(Br)cc1	0.7	-7.8%

The list itself, from the start:
SMILES	RmlCD inh 1536	M. tuberculosis GlmU
Cc1ccc(S(=O)(=O)Nc2nc3n(n2)C(c2ccc(Cl)cc2)CC(=O)N3)cc1 (stereo unspecified)	.	0.5%
c1ccc(OCc2nc3ccccc3[nH]2)cc1	.	20.9%
CCOC(=O)C1CCCN(C(=O)c2cn(CC)c(=O)c3cc(OC)c(OC)cc23)C1 (stereo unspecified)	.	-0.2%
COc1ccc(OCC(=O)N2CCN(S(=O)(=O)c3ccccc3[N+](=O)[O-])CC2)cc1	.	0.4%
COc1ccc(NC(=O)c2c(F)cccc2F)cc1S(=O)(=O)Nc1ccc(Br)cc1	0.7	-7.8%
Cc1cccc(NC(=O)c2ccc(Cn3cc(C(F)(F)F)ccc3=O)cc2)c1	1.2	-1.1%
O=C(NC1CCCC1)C(c1ccc(Cl)cc1)N1CCc2ccccc21 (stereo unspecified)	-12.6	0.8%
COc1ccc(N(C(=O)CCl)C(C)(C(=O)Nc2c(C)cccc2C)c2ccccn2)cc1 (stereo unspecified)	-2.7	6.8%
NC(=O)C1CCN(S(=O)(=O)c2ccc3c(c2)OCCO3)CC1	-12.4	-2.2%
Cc1ccsc1C1NC(=O)c2c(sc3c2CCN(C)C3)N1 (stereo unspecified)	8.3	-4.2%
COc1ccc(OC)c(NC(=O)c2cnc3n(c2=O)CCS3)c1	-10.4	3.1%
COc1ccc(C(=O)NCc2cccs2)cc1S(=O)(=O)N1CCOCC1	-12.0	5.1%
CCN(CC)C(=O)CSc1nc(O)c(Cc2ccccc2)c(=O)n1-c1ccc(C)cc1	.	5.4%
COc1ccc(/C=C(\C#N)C(=O)NCCc2ccccc2)cc1OCc1ccccc1	-2.3	-5.1%
CCc1ccccc1NC(=O)Cc1ccc(-n2cccc2)cc1	-7.2	0.7%
Cn1nc(C(=O)Nc2nnc(C3CC3)s2)c2ccccc2c1=O	-11.6	5.0%
Cc1cc(C)c(NS(=O)(=O)c2ccc(NC(=O)c3cccs3)cc2)c(C)c1	.	-6.0%
CCOC(=O)Cn1c(S(=O)(=O)Cc2ccccc2Cl)nc(-c2ccccc2)c1-c1ccccc1	.	-7.8%
CCCCCCCn1c(=O)c(C(=O)Nc2cnccn2)c(O)c2ccccc21	-6.3	6.4%
COc1ccc(CNC(=O)CN(C(=O)c2cc3sccc3n2C)C2CCCC2)cc1	.	5.5%

3 compounds picked at random from the list so far, as already listed:
SMILES	RmlCD inh 1536	M. tuberculosis GlmU
CCOC(=O)Cn1c(S(=O)(=O)Cc2ccccc2Cl)nc(-c2ccccc2)c1-c1ccccc1	.	-7.8%
CCCCCCCn1c(=O)c(C(=O)Nc2cnccn2)c(O)c2ccccc21	-6.3	6.4%
Cc1cc(C)c(NS(=O)(=O)c2ccc(NC(=O)c3cccs3)cc2)c(C)c1	.	-6.0%

The list goes on:
SMILES	RmlCD inh 1536	M. tuberculosis GlmU
COc1ccc(OC)c(NC(=O)CSc2nnc(CNC(=O)c3ccco3)o2)c1	-8.5	-2.2%
CCOc1ccc(C(=O)NC(=S)Nc2ccccc2N2CCOCC2)cc1Br	-8.0	7.7%
N=c1n(CC(=O)c2cccc([N+](=O)[O-])c2)c2ccccc2n1Cc1ccccc1	-1.1	-1.9%
CCC(C)(C)NC(=O)Cc1ccc(Cl)cc1	-9.6	-0.3%
Cc1ccc2nc(NC(=O)c3ccc4c(c3)OCO4)sc2c1	-7.4	-0.4%
CC(=O)c1c(C)[nH]c(C(=O)OCCOc2ccccc2)c1C	7.5	0.1%
COc1ccc(Nc2nc(Nc3ccc(OC)cc3)nc(-n3[nH]c(=O)c(C)c3C)n2)cc1	24.0	1.4%
CCOc1ccc(-c2nc(C#N)c(N3CCN(CC)CC3)o2)cc1	7.3	-3.0%
O=C1NC[C@@H](Cc2cccc3ccccc23)N(CC2CCCCC2)C1=O	-2.5	1.1%
O=C(NC(=S)Nc1cccc(NC(=O)c2ccc(Cl)cc2Cl)c1)c1cccs1	2.7	-0.7%
O=C(CN1C(=O)c2ccccc2S1(=O)=O)N1CCc2ccccc2C1	4.6	1.4%
Cc1cc(/C=C2/NC(=O)NC2=O)c(C)n1-c1sc2c(c1C#N)CCCC2	.	-6.1%
CCCNS(=O)(=O)c1ccc(OCC(=O)NCCC2=CCCCC2)cc1	.	3.1%
O=C(NCCCO)c1cc([N+](=O)[O-])cc2c1C=Cc1ccccc1O2	8.8	-3.8%
CNC(=O)COC(=O)/C=C/c1cn(-c2ccccc2)nc1-c1ccc2c(c1)OCCO2	-8.8	-1.5%
COc1ccc(NC(=O)CC(c2ccc(F)cc2)c2ccc(OC)cc2)cc1 (stereo unspecified)	6.6	-0.3%
CCC/C=N/NC(=O)c1cc(-c2ccccc2)nc2ccccc12	.	0.1%
CC(C)N1CCN(c2ccc(O)cc2)CC1	-3.4	-5.7%
Cc1cccc(N2CCN(C(=O)CCCSc3nc4ccccc4[nH]3)CC2)c1C	.	-4.8%
CCn1cc(/C=N\NC(=O)C2(C)CC2(Cl)Cl)c(C)n1 (stereo unspecified)	.	7.6%
CCc1cc(C(=O)NNC(=O)CCl)sc1C	.	-1.9%
CCOc1ccccc1-n1c(SCC(=O)NC(C)(C)C)nnc1-c1ccoc1C	10.7	0.7%
Cc1ccc(CNC(=O)CCS(=O)(=O)c2cc(Br)cc3c2N(C(=O)C2CC2)CC3)o1	21.3	-3.9%
O=C(CSCc1ccccc1)N1CCc2ccccc21	.	2.5%
Nc1nc(Nc2cccc(F)c2)nc(NCc2ccco2)c1[N+](=O)[O-]	-10.5	1.5%
O=c1[nH]n(-c2ncnc3c2cnn3-c2ccccc2)c(=O)c2ccccc12	-7.8	3.9%
Cc1nn(Cc2ccccc2)c(Cl)c1C(=O)OCc1nnc(-c2ccccc2)o1	6.1	2.7%
Cc1ccc(C2C3=C(CC(C)(C)CC3=O)NC3=C2C(=O)CC(C)(C)C3)o1	81.5	-3.0%
OC(COCc1ccc2c(c1)OCO2)CN1CCC(Cc2ccccc2)CC1 (stereo unspecified)	5.0	1.4%
Cc1ccccc1C(=O)NC(CC(C)C)C(=O)Nc1cccc(S(=O)(=O)N(C)C)c1 (stereo unspecified)	2.7	-6.6%
CCOC(=O)CC(=O)CSc1ccc2nnc(-c3ccccc3)n2n1	9.1	-2.4%
COc1ccc(-c2cnc3nc[nH]c(=O)c3n2)cc1	0.5	1.6%
COc1ccc(-c2csc(Cc3nnc4n3CCCCC4)n2)cc1OC	-11.2	0.7%
CN(C)S(=O)(=O)c1cc(NC(=O)COC(=O)Cc2ccccc2)ccc1Cl	-12.3	3.2%
O=S1(=O)CC(O)C(N(CCO)C(=S)Nc2ccccc2)C1 (stereo unspecified)	-5.2	-1.1%
CCc1cc(SC#N)cc(C)c1NC(=O)CCl	5.6	-8.3%
N#CCSc1nnc2c(Cl)cc(Cl)cn12	.	7.4%
CCCCN(CC)CCNC(=O)c1cn(-c2ccc(Cl)cc2)c(=O)c2ccccc12	8.1	-2.1%
COc1ccc(-c2nc(C#N)c(NCCCn3ccnc3)o2)cc1OC	.	3.4%
Clc1ccc(-c2noc(CSc3nnc(Cc4cccs4)n3-c3ccccc3)n2)cc1	0.6	5.4%
CCCc1nc2ccc([N+](=O)[O-])cc2[nH]1	2.5	2.5%
CCOc1ccccc1NC(=O)Cn1[nH]c(=O)c2ccccc2c1=O	-5.9	1.1%
Cc1c(N=Cc2ccc(Cl)o2)c(=O)n(-c2ccccc2)n1C	.	-6.0%
COc1cc(-c2csc(CCn3nc(C)cc3C)n2)cc(OC)c1OC	8.0	-4.6%
Cc1nc(SCC(=O)NCc2ccco2)c2oc3ccccc3c2n1	.	0.9%
COc1cccc(NC(=O)c2ccc(-n3cccn3)nc2)c1	-10.9	1.1%
CCC(OC(C)=O)c1cc2c(cc1[N+](=O)[O-])OCCO2 (stereo unspecified)	-19.5	-2.0%
Cc1c(O)c(CN2CCCC2)cc2c1oc(=O)c1ccccc12	6.3	-6.6%
Cc1ccc(C(=O)N2CCN(c3ccc(NC(=O)c4cccnc4)cc3)CC2)cc1	-2.5	-4.4%
O=C(Nc1ccccc1-c1nnn(CC(=O)N2CCCc3ccccc32)n1)c1cccc(Cl)c1	.	-0.4%

Later entries.
SMILES	RmlCD inh 1536	M. tuberculosis GlmU
COc1ccc([N+](=O)[O-])cc1N(CC(O)CN1CCCC1)S(=O)(=O)c1ccc(C)cc1 (stereo unspecified)	3.1	-9.7%
CCOc1cccc2c1OC1(CCCCC1)N1N=C(c3cccnc3)CC21 (stereo unspecified)	.	-1.9%
CC(C)(C)C(=O)Nc1ccc(N=Nc2ccccc2)cc1	-0.7	0.8%
COC(=O)c1c(NC(=O)CN2CCC3(O)CCCCC3C2c2ccc(F)cc2)sc(C)c1C (stereo unspecified)	0.9	-1.9%
O=C(NO)c1ccccc1O	.	3.4%
CCn1c(SCC(=O)OCc2ccccc2)nc2c1c(=O)n(C)c(=O)n2C	6.4	3.3%
CCn1ccnc1CN(C)Cc1cn[nH]c1-c1ccc(OC)c(F)c1	.	0.2%
CCCCN(C)CCCNC(=O)/C=C1\Sc2ccccc2NC1=O	7.1	.
CCNc1nc(NCC)nc(N/N=C/c2ccc(Br)cc2)n1	-1.5	0.2%
O=C(O)C1CCN(C(=O)CCc2ccccc2)CC1	0.0	-0.5%
O=C(c1ccc(S(=O)(=O)N2CCOCC2)cc1)N1CCN=C1SCc1cccnc1	.	-4.1%
Cc1cc(C)c2c(=O)n(CC(=O)Nc3ccc(Br)c(C)c3)sc2n1	.	-1.9%
O=C(NC(=S)Nc1ccc(NC(=O)c2cccs2)cc1)c1ccc([N+](=O)[O-])cc1	10.2	-2.6%
COc1ccccc1N1C(=O)c2ccccc2NC1C(OC)OC (stereo unspecified)	.	6.6%
O=C(NCc1ccco1)C1CCCN1C(=O)Nc1ccccc1 (stereo unspecified)	-10.4	3.1%
O=C(Nc1nccs1)c1cnccn1	2.0	4.8%
CN(C)CCCN(Cc1ccccc1)C(=S)Nc1cccc(C(F)(F)F)c1	12.3	-4.1%
Cn1c(=O)c(-c2ccccc2)nn2c3ccccc3nc12	7.2	1.3%
Cc1cccc(CN2C(=O)c3ccccc3Sc3ccc(C(=O)NCCN4CCOCC4)cc32)c1	6.6	1.4%
Cc1cc(NCCCN)nc(-c2ccccc2O)n1	.	0.2%

2 of these compounds, set out differently:
Order of results: RmlCD inh 1536 | M. tuberculosis GlmU
O=C(NC(=S)Nc1ccc(NC(=O)c2cccs2)cc1)c1ccc([N+](=O)[O-])cc1
  10.2 | -2.6%
Cc1cc(NCCCN)nc(-c2ccccc2O)n1
  . | 0.2%

(more compounds)
SMILES	RmlCD inh 1536	M. tuberculosis GlmU
CCOC(=O)c1c(NC(=O)CSc2nnc(C)s2)sc2c1CCCCC2	66.3	1.1%
CC(C)(C)OC(=O)N1Cc2ccccc2C[C@H]1C(=O)O	17.3	-10.8%
C=CCNC(=S)NNC(=O)CC12CC3CC(CC(C3)C1)C2	-10.8	3.2%
O=C(NCCOc1ccccc1-c1ccccc1)c1ccco1	5.5	3.4%
Cc1cc(CN(C)C(=O)CC2C(=O)NCCN2Cc2ccc(F)c(F)c2)on1 (stereo unspecified)	-11.8	2.6%
O=C(CN1CCC(NC(=O)c2ccc(F)cc2)CC1)NCc1ccccc1F	-5.5	-3.9%
COc1ccc(/C=C/C=C2\N=C(SC)SC2=O)cc1	4.6	5.6%
C/C(Nc1ccc(C)cc1)=C(/C#N)C(N)=O	-5.3	4.9%
Cc1ccc(C)c(N2CCN(C(=O)c3ccc(CSc4nc5ccncc5[nH]4)cc3)CC2)c1	.	4.2%
CC(=O)C1=C(O)C(=O)N(Cc2cccnc2)C1c1ccc(O)cc1 (stereo unspecified)	5.1	9.9%
CN(N)C(=S)Nc1ccc(Cl)cc1	4.0	-0.1%
O=C1c2ccccc2C2(c3ccc(Cl)cc3)NCCN12 (stereo unspecified)	2.0	.
CC[C@H](C)[C@@H](C(=O)N1CCNCC1)n1cc([C@@H](N)CO)nn1	.	0.1%
Cc1cc(N2CCN(C)CC2)nc2ccc(NC(=O)CCC(=O)NCCC(C)C)cc12	-9.2	1.8%
Cc1ccc(-c2noc(CCC(N)=O)n2)cc1	6.5	-0.6%
O=C1NC2=C(CCc3ccccc32)C(c2ccc(Br)cc2)N1 (stereo unspecified)	.	-0.6%
C=CCOc1ccc(C2NC(=S)NC(C)=C2C(=O)c2ccccc2)cc1OC (stereo unspecified)	7.8	-6.1%
Cc1cccc(C)c1Nc1nnc(SCc2nc3ccccc3c(=O)[nH]2)s1	6.5	5.8%
O=C(Nc1ccccc1C(=O)O)c1cncc(Br)c1	.	4.0%
CCOc1cc(C(=O)OCC(=O)c2c(N)n(C)c(=O)n(C)c2=O)cc(OCC)c1OCC	6.5	-1.5%
Cc1ncoc1C(=O)N1CCCC(C(=O)c2cccc(OC(C)C)c2)C1 (stereo unspecified)	.	-2.6%
O=C(NCCN1CCN(c2ccccc2F)CC1)C1CC(=O)N(C2CCCC2)C1 (stereo unspecified)	18.9	4.1%
O=C(NC(=S)Nc1ccc(S(=O)(=O)Nc2nccs2)cc1)c1ccc(F)cc1	8.4	1.6%
COCCN(Cc1cc2ccc(C)c(C)c2nc1Cl)C(=O)N1CCOCC1	-7.2	1.8%
Cc1ccc2c(c1)C1CN(C)CCC1N2S(=O)(=O)c1ccccc1 (stereo unspecified)	.	7.5%
Cc1ccc2sc(C)[n+](CCO)c2c1	25.8	-1.5%

Bioassay records as filed in PubChem.

An excerpt; the hit share may differ from the screen's.
